LMP1 NFkB inh: Epstein-Barr LMP1 NF-kappaB reporter inhibition; LMP1-induced NF-kappaB luciferase reporter cells, luminescence; inhibition, % at 12.5 µM; 350,000 tested, 0.69% active; in the data active means inhibition above about 41%;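 further: 0% = neutral control wells and 100% = reference inhibitor control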
NOD2-RIPK2 inh: inhibitors of human NOD2-RIPK2 interaction. O43353. CHO BLA complementation NOD2-RIPK2, CCF4 ratio. inhibition, % at 4.98 µM. 360,000 tested, 0.38% active; in the data active means inhibition above about 21%;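 further: 0% = vehicle only and 100% = reference blocker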
MC4R antag cAMP: human MC4R antagonism in cAMP assay; P32245; MC4R-expressing cells, MTII-stimulated cAMP, LANCE TR-FRET; inhibition, % at 6.5 µM; 360,000 tested, 0.48% active;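 active means inhibition above its plate's cutoff, the mean of tested wells on that plate plus 3 SD, cut at about 29% in these data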;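 further: 0% = Melanotan II alone and 100% = Melanotan II plus saturating MCL0020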
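System – human MC4R-expressing U2OS cells · Also added – Melanotan II · Dosing – one concentration, 6.5 µM nominal · Timing – 30-min compound, 1-h challenge, 1-h detection, room temperature · Measured by – Eu-cAMP/anti-cAMP TR-FRET, emission 671 nm · Replicates – singlicate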
TLR9-MyD88 inh: blocks human TLR9 binding to MyD88; inhibition, % at 4.98 µM; Q9NR96+Q99836; CHO BLA complementation TLR9-MyD88, CCF4 FRET ratio; 340,000 tested, 0.21% active;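 active means inhibition above the mean over all tested compounds plus 3 SD, cut at about 21% in these data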;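 further: 0% = DMSO only wells and 100% = clavulanate BLA inhibitor control wells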
SRC1 inh: inhibits human SRC1 coactivator | Q15788 | HEK293 GAL4-SRC1 luciferase reporter, luminescence | inhibition, % at 3.6 µM | 360,000 tested, 0.12% active | AID 588354;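 active means inhibition above the campaign mean plus 3 SD, with each screening campaign given its own cutoff, cut at about 60% in these data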;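 further: 0% = DMSO treated cells and 100% = gossypol at 36 µM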
ABHD5-PLIN5 inh: blocks binding of human ABHD5 to perilipin-5. Split G. princeps luciferase complementation, luminescence, 4 h. Q00G26+Q8WTS1. 360,000 tested, 0.78% active. inhibition, % at 4 µM;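 active means inhibition above the mean inhibition across every tested compound plus 3 SD, cut at about 22% in these data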;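 further: 0% = DMSO only wells and the 100% control is not disclosed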
MC4R barr agon: activates human MC4R beta-arrestin recruitment; P32245; activation, % at 8.9 µM; U2OS MC4R beta-arrestin complementation, luminescence; percent of melanotan II response, DMSO zero; AID 540308; 360,000 tested, 0.98% active;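 active means activation above a per-plate cutoff, the mean activation of sample wells on that plate plus 3 SD, cut at about 8% in these data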
NCOA2 inhibitor: inhibits human steroid receptor coactivator 2; Q15596; HEK293 GAL4-SRC2 luciferase reporter, luminescence; inhibition, % at 9 µM; 370,000 tested, 0.17% active; AID 651957;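 active means inhibition above the mean inhibition of all tested compounds plus 3 SD, set per campaign, cut at about 52% in these data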;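 further: 0% = DMSO treated cells and 100% = cells given Gossypol at 36 µM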
COUP-TFII inh: inhibitors of human COUP-TFII (NR2F2). P24468. HEK293T NGFI-A luciferase reporter, luminescence. inhibition, % at 8.6 µM. 370,000 tested, 0.7% active;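 active means inhibition above a per-plate cutoff, mean inhibition of test wells between control levels plus 3 SD, cut at about 38% in these data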;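 further: cells cotransfected with COUP-TFII expression vector driving the NGFI-A reporter; 0% = median of COUP-TF2 test wells and 100% = reporter-only cells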
Target sequence (P24468 whole entry, looked up): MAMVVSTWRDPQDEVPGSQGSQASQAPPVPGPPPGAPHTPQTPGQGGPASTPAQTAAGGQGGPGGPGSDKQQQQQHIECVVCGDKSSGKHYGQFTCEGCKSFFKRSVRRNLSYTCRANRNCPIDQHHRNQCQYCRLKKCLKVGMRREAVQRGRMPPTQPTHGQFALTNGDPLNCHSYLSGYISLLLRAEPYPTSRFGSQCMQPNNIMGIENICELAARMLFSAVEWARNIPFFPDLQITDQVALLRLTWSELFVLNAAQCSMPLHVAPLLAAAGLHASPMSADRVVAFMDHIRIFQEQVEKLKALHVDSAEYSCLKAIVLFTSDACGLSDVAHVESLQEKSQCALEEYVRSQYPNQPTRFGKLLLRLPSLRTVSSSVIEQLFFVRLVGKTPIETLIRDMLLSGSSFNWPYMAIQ
NCOA3 inh: inhibits human SRC3 coactivator. 360,000 tested, 0.17% active. Q9Y6Q9. HEK293 GAL4-SRC3 luciferase reporter, luminescence. inhibition, % at 3.6 µM;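 active means inhibition above a per-campaign cutoff, the mean of all compounds plus 3 SD, cut at about 60% in these data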;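 further: 0% = DMSO-treated cells and 100% = gossypol-treated cells at 36 µM; higher means less SRC3-driven luciferase light from the GAL4 reporter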
NR5A2 inv ag: inverse agonists of human LRH-1 (NR5A2). 360,000 tested, 0.13% active. AID 602396. O00482. HEK293T StAR-luciferase reporter, LRH-1 transfected, 24 h. inhibition, % at 3.6 µM;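 active means inhibition above the mean inhibition of all tested compounds plus 3 SD, cut at about 73% in these data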;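 further: 0% = DMSO wells and 100% = reporter-only cells lacking LRH-1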
Target sequence (O00482 whole entry, looked up): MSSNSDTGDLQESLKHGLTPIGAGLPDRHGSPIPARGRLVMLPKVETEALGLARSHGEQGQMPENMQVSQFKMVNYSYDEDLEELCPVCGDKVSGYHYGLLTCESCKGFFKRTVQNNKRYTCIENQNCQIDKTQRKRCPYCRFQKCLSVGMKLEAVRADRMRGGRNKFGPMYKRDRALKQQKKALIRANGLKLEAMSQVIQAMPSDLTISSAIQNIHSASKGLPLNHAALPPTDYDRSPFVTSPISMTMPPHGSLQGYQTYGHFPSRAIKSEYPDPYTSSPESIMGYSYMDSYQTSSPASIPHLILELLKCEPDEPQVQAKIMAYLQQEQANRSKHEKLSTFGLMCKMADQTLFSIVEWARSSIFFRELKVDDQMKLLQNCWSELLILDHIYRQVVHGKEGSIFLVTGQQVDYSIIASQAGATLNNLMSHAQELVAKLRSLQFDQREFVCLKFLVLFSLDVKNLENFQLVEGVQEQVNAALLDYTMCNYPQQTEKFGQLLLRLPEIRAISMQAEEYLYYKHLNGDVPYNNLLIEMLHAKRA
* = called active by the depositor. These rows are one share of the data, so the mix of outcomes need not match the whole.

Screening Cc1ccc2nsnc2c1S(=O)(=O)N(CCO)Cc1cc2cc3c(cc2[nH]c1=O)OCCO3 returned LMP1 NFkB inh -12, NOD2-RIPK2 inh 4, MC4R antag cAMP 0, TLR9-MyD88 inh 7, SRC1 inh 2, ABHD5-PLIN5 inh -9, MC4R barr agon 0.1, NCOA2 inhibitor 1, COUP-TFII inh -4, NCOA3 inh 2 and NR5A2 inv ag 12.
Screening CCOC(=O)[C@]12CCC=C1N(Cc1ccc3c(c1)OCO3)C(=O)[C@H](CC(=O)N1CCOCC1)C2 returned NOD2-RIPK2 inh 10, ABHD5-PLIN5 inh -4, NCOA2 inhibitor -7, COUP-TFII inh -4 and NR5A2 inv ag 13.
`CSc1nnc(Cc2cc(=O)[nH]c(=O)[nH]2)n1-c1cccc(C)c1` gave LMP1 NFkB inh -2, NOD2-RIPK2 inh -4, MC4R antag cAMP 3, TLR9-MyD88 inh 9, SRC1 inh 3, ABHD5-PLIN5 inh -5, MC4R barr agon -1.5, NCOA2 inhibitor 2, COUP-TFII inh -5, NCOA3 inh 8 and NR5A2 inv ag 5.
For CC(O)c1c(OCc2ccccc2)ncnc1OCc1ccccc1 (configuration not stated) the results were LMP1 NFkB inh 5, NOD2-RIPK2 inh 17, MC4R antag cAMP 5, TLR9-MyD88 inh 6, SRC1 inh 14, ABHD5-PLIN5 inh 5, MC4R barr agon 3.1, NCOA2 inhibitor 5, COUP-TFII inh -3, NCOA3 inh 10 and NR5A2 inv ag -21.
Screening O=C(c1cc(Cl)ccc1[N+](=O)[O-])N1CCc2ccccc2C1 returned LMP1 NFkB inh -3, NOD2-RIPK2 inh -7, MC4R antag cAMP -2, TLR9-MyD88 inh 1, SRC1 inh 12, ABHD5-PLIN5 inh 1, MC4R barr agon -3.0, NCOA2 inhibitor -2, COUP-TFII inh -6, NCOA3 inh 10 and NR5A2 inv ag 30.
`Cc1cccc(NS(=O)(=O)c2ccc(-c3ccc(=O)[nH]n3)o2)c1` gave LMP1 NFkB inh 1, NOD2-RIPK2 inh 4, MC4R antag cAMP -6, TLR9-MyD88 inh 4, SRC1 inh 12, ABHD5-PLIN5 inh 0, MC4R barr agon 0.2, NCOA2 inhibitor -10, COUP-TFII inh 11, NCOA3 inh 8 and NR5A2 inv ag 7.
COc1ccccc1NC(=S)N(Cc1ccc(C)cc1)Cc1cccnc1 was read as LMP1 NFkB inh -3, NOD2-RIPK2 inh 6, MC4R antag cAMP 4, TLR9-MyD88 inh -10, SRC1 inh 8, ABHD5-PLIN5 inh 2, MC4R barr agon 0.6, NCOA2 inhibitor -26, COUP-TFII inh 0, NCOA3 inh 6 and NR5A2 inv ag 1.
Screening CC(CC(=O)O)CC(=O)Nc1ccc(S(N)(=O)=O)cc1 (configuration not stated) returned LMP1 NFkB inh 6, NOD2-RIPK2 inh -3, MC4R antag cAMP -2, TLR9-MyD88 inh -22, SRC1 inh -2, ABHD5-PLIN5 inh 0, MC4R barr agon 0.6, NCOA2 inhibitor -22, COUP-TFII inh 4, NCOA3 inh 6 and NR5A2 inv ag -9.
Cc1cc(-c2cc(C(=O)O)c3ccccc3n2)c(C)s1 was read as LMP1 NFkB inh -2, NOD2-RIPK2 inh -5, MC4R antag cAMP -3, TLR9-MyD88 inh 7, SRC1 inh 2, ABHD5-PLIN5 inh -4, MC4R barr agon 0.3, NCOA2 inhibitor -25, COUP-TFII inh 13, NCOA3 inh 10 and NR5A2 inv ag -5.
Screening Cc1ccsc1CN(C)C(=O)c1ccc(Oc2ccccc2)cc1 returned LMP1 NFkB inh -15, NOD2-RIPK2 inh 4, MC4R antag cAMP 20, TLR9-MyD88 inh -14, SRC1 inh -28, ABHD5-PLIN5 inh 8, MC4R barr agon 1.5, NCOA2 inhibitor -20, COUP-TFII inh -37, NCOA3 inh -39 and NR5A2 inv ag -37.
`CCCn1nnc(NC(=O)c2ccc(F)cc2)n1` gave LMP1 NFkB inh -1, NOD2-RIPK2 inh -7, MC4R antag cAMP -4, TLR9-MyD88 inh -8, SRC1 inh -37, ABHD5-PLIN5 inh -1, MC4R barr agon 2.1, NCOA2 inhibitor -50, COUP-TFII inh -22, NCOA3 inh -28 and NR5A2 inv ag -24.
Screening COc1cc(CCC(=O)O)on1 returned LMP1 NFkB inh 2, NOD2-RIPK2 inh -2, MC4R antag cAMP 16, TLR9-MyD88 inh -2, SRC1 inh -10, ABHD5-PLIN5 inh 3, MC4R barr agon 0.0, NCOA2 inhibitor -15, COUP-TFII inh 13, NCOA3 inh -16 and NR5A2 inv ag -4.
COc1cccc(-c2ccc3c(c2)O[C@@H](CN(C)Cc2cncnc2)[C@@H](C)CN([C@H](C)CO)S3(=O)=O)c1 was read as LMP1 NFkB inh 3, NOD2-RIPK2 inh 12, MC4R antag cAMP 1, TLR9-MyD88 inh 3, SRC1 inh -8, ABHD5-PLIN5 inh -4, MC4R barr agon -0.9, NCOA2 inhibitor -11, COUP-TFII inh 6, NCOA3 inh -8 and NR5A2 inv ag -6.
COc1ccccc1-c1nnc(C2CCN(S(=O)(=O)c3cccc([N+](=O)[O-])c3)CC2)o1 was read as LMP1 NFkB inh 9, NOD2-RIPK2 inh 3, MC4R antag cAMP 10, TLR9-MyD88 inh -3, SRC1 inh 18, ABHD5-PLIN5 inh 3, MC4R barr agon -0.9, NCOA2 inhibitor -22, COUP-TFII inh -6, NCOA3 inh 16 and NR5A2 inv ag -1.
Cc1cc(N2CCOCC2)n2ncc(-c3ccccc3Cl)c2n1 was read as LMP1 NFkB inh -36, NOD2-RIPK2 inh -7, MC4R antag cAMP -2, TLR9-MyD88 inh 18, SRC1 inh -74, ABHD5-PLIN5 inh 5, MC4R barr agon -2.5, NCOA2 inhibitor -76, COUP-TFII inh -33, NCOA3 inh -62 and NR5A2 inv ag -125.

Molecules above with a thiophene ring, fused or not (2):
Cc1cc(-c2cc(C(=O)O)c3ccccc3n2)c(C)s1 was read as LMP1 NFkB inh -2, NOD2-RIPK2 inh -5, MC4R antag cAMP -3, TLR9-MyD88 inh 7, SRC1 inh 2, ABHD5-PLIN5 inh -4, MC4R barr agon 0.3, NCOA2 inhibitor -25, COUP-TFII inh 13, NCOA3 inh 10 and NR5A2 inv ag -5.
Screening Cc1ccsc1CN(C)C(=O)c1ccc(Oc2ccccc2)cc1 returned LMP1 NFkB inh -15, NOD2-RIPK2 inh 4, MC4R antag cAMP 20, TLR9-MyD88 inh -14, SRC1 inh -28, ABHD5-PLIN5 inh 8, MC4R barr agon 1.5, NCOA2 inhibitor -20, COUP-TFII inh -37, NCOA3 inh -39 and NR5A2 inv ag -37.

Next results
COc1ccc(-c2cc3c(nn2)-c2ccccc2C3=O)cc1 was read as LMP1 NFkB inh 52*, NOD2-RIPK2 inh -3, MC4R antag cAMP 1, TLR9-MyD88 inh 9, SRC1 inh -61, ABHD5-PLIN5 inh -4, MC4R barr agon -2.4, NCOA2 inhibitor -67, COUP-TFII inh -16, NCOA3 inh -34 and NR5A2 inv ag -90.
COc1ccc(C(=O)c2ccc(OC)c(N)c2)cc1N was read as LMP1 NFkB inh -9, NOD2-RIPK2 inh 2, MC4R antag cAMP -22, TLR9-MyD88 inh 3, SRC1 inh -68, ABHD5-PLIN5 inh 4, MC4R barr agon -3.1, NCOA2 inhibitor -80, COUP-TFII inh -50, NCOA3 inh -32 and NR5A2 inv ag -17.
Screening COc1cc(/C=C2\S/C(=N/S(=O)(=O)c3ccc(C)cc3)NC2=O)c([N+](=O)[O-])cc1OC returned LMP1 NFkB inh -6, NOD2-RIPK2 inh -8, MC4R antag cAMP -9, TLR9-MyD88 inh -1, SRC1 inh 7, ABHD5-PLIN5 inh -10, MC4R barr agon 0.6, NCOA2 inhibitor -10, COUP-TFII inh -16, NCOA3 inh -3 and NR5A2 inv ag 4.
Nc1[nH]c(N=NC(=O)c2ccc(Cl)cc2)c2ccccc12 was read as LMP1 NFkB inh 6, NOD2-RIPK2 inh -7, MC4R antag cAMP 0, TLR9-MyD88 inh -3, SRC1 inh -23, ABHD5-PLIN5 inh -8, MC4R barr agon -2.0, NCOA2 inhibitor -27, COUP-TFII inh -16, NCOA3 inh -19 and NR5A2 inv ag -50.
`COc1ccccc1CN1CC(C(=O)NCCN2CCNC2=O)CCC1=O` (configuration not stated) gave LMP1 NFkB inh -9, NOD2-RIPK2 inh -6, MC4R antag cAMP 0, TLR9-MyD88 inh -3, SRC1 inh 0, ABHD5-PLIN5 inh 3, MC4R barr agon -0.1, NCOA2 inhibitor 5, COUP-TFII inh -5, NCOA3 inh 10 and NR5A2 inv ag 20.
For COCCCN1C(=O)C(CC(=O)NCc2cccc3ccccc23)CC(C(=O)N(C)C)=C1C (configuration not stated) the results were LMP1 NFkB inh -1, NOD2-RIPK2 inh -8, MC4R antag cAMP 15, TLR9-MyD88 inh -6, SRC1 inh -66, ABHD5-PLIN5 inh -5, MC4R barr agon 0.2, NCOA2 inhibitor -38, COUP-TFII inh 0, NCOA3 inh 8 and NR5A2 inv ag 0.
`COc1ccc(CCNS(=O)(=O)c2cc3c(cc2C)NC(=O)CO3)cc1OC` gave LMP1 NFkB inh -11, NOD2-RIPK2 inh -7, MC4R antag cAMP -5, TLR9-MyD88 inh -6, SRC1 inh 3, ABHD5-PLIN5 inh -1, MC4R barr agon -0.5, NCOA2 inhibitor 3, COUP-TFII inh 15, NCOA3 inh 16 and NR5A2 inv ag -4.
Screening COc1cc(C(=O)NC2CCCc3ccccc32)cc(OC)c1C (configuration not stated) returned LMP1 NFkB inh 6, NOD2-RIPK2 inh -5, MC4R antag cAMP -5, TLR9-MyD88 inh -7, SRC1 inh 4, ABHD5-PLIN5 inh 1, MC4R barr agon 7.3, NCOA2 inhibitor 17, COUP-TFII inh 20, NCOA3 inh 5 and NR5A2 inv ag 14.
`Cc1c(C(=O)NCCCn2ccnc2)oc2ccccc12` gave LMP1 NFkB inh 1, NOD2-RIPK2 inh -2, MC4R antag cAMP 5, TLR9-MyD88 inh 7, SRC1 inh -14, ABHD5-PLIN5 inh -2, MC4R barr agon -2.3, NCOA2 inhibitor -3, COUP-TFII inh -7, NCOA3 inh 12 and NR5A2 inv ag 1.
Screening COC(=O)CCC(=O)OC1(C)C(=O)C=C2C=C(c3ccsc3)OC=C2C1=O (configuration not stated) returned LMP1 NFkB inh 2, NOD2-RIPK2 inh -3, MC4R antag cAMP 1, TLR9-MyD88 inh -1, SRC1 inh 11, ABHD5-PLIN5 inh 10, MC4R barr agon 0.1, NCOA3 inh 1 and NR5A2 inv ag -11.

Compound activity from PubChem BioAssay.
